# Compound activity (PubChem BioAssay)
# H9c2 TAG inh: inhibitors of triacylglycerol accumulation, primary screen, cell-based, uHTS, fluorescence, H9c2; 230,000 tested, 0.66% active; AID 651582, 2012; inhibition, % at 12.5 µM; H9c2 cells, Nile Red lipid (TAG) fluorescence; cells loaded with 200 µM oleic acid;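 active = pattern-corrected inhibition of lipid staining of at least 50% with the nuclear-stain viability signal not falling by more than 50%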;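 note: 0% = DMSO wells and 100% = triacsin C control wells; some results filed as inactive read as strong as hits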
# H9c2 TAG inh DAPI viability: further read-out of H9c2 TAG inh, marked with its call; DAPI nuclei signal change (viability), lower = more cytotoxic, %;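 whole-well DAPI fluorescence read on a plate reader as a viability signal; minus 50 percent equals half of cells still viable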
# * = called active by the depositor. These rows are one share of the data; rates above refer to the full screens.
SMILES,H9c2 TAG inh,H9c2 TAG inh DAPI viability
Cc1cc(C)n(C(=O)CN2C(=O)CCC2=O)n1,9,9
Cn1c(SCC(=O)NCc2ccccc2)ncc(C(=O)Nc2ccccc2)c1=O,-8,-3
CCN(CC(=O)Nc1ccccc1C(F)(F)F)C(=O)C1=COCCO1,-6,3
CC(C)c1nc2cc(C(=O)N3CCN(c4cnccn4)CC3)ccc2o1,2,-8
COc1ccc2c(c1)c(C(=O)OCCN(C)C)c(C)n2C,-10,13
COc1ccc(CN=Cc2c(O)[nH]c3ccccc23)cc1,-18,-9
CCn1cc(S(=O)(=O)Nc2ccc(C)c(Cl)c2)cn1,8,1
Cc1cc(CNC(=O)C2CCC(=O)N(Cc3ccccc3F)C2)nn1C (stereo not drawn),-2,-4
COc1ccccc1CCN=C(N)NS(=O)(=O)c1cc(F)ccc1F,-6,1
COc1ccc(CN2CCN(CCc3ccccc3)C(CCO)C2)c(O)c1 (stereo not drawn),9,-4
N#Cc1cc([N+](=O)[O-])ccc1NCCc1ccccn1,-2,5
CSc1ccccc1NC(=O)CN(C)Cc1cc(=O)n2ccsc2n1,11,-7
O=C(Nc1ccccc1C(=O)Nc1ccc(Br)cn1)c1ccccc1Cl,26,9
COc1ccccc1C(=O)NNC(=S)NC(=O)c1cccs1,5,-5
CC[N+]1(CC)CC2=Cc3c(ccc4ccccc34)C(C)C2C1 (stereo not drawn),-1,-3
CC(C)COC(=O)NCCOC(=O)Nc1cccc(Cl)c1,-8,-14
O=C(NCc1nc2ccccc2[nH]1)C1=C[C@H](c2ccc3c(c2)OCO3)C[C@H](OCc2ccc(CO)cc2)O1,-24,-4
CCOc1ccc(-n2ccnc(SCC(=O)Nc3ccc(OC)cc3OC)c2=O)cc1,-17,4
COc1cc(OC)c(NC(=O)c2csc(C)c2)cc1Cl,-9,1
COc1ccccc1NC(=O)CCc1nc(-c2ccccc2F)no1,-12,13

# Ordered by SMILES length (descending): 3 of the compounds above.
SMILES,H9c2 TAG inh,H9c2 TAG inh DAPI viability
O=C(Nc1ccccc1C(=O)Nc1ccc(Br)cn1)c1ccccc1Cl,26,9
COc1ccc(CN2CCN(CCc3ccccc3)C(CCO)C2)c(O)c1 (stereo not drawn),9,-4
COc1ccccc1NC(=O)CCc1nc(-c2ccccc2F)no1,-12,13

# (list continues)
SMILES,H9c2 TAG inh,H9c2 TAG inh DAPI viability
COc1ccc(-c2nc3nc(C)cc(C)n3n2)cc1,-8,13
Cc1cc(=O)n2[nH]c(NCc3ccccc3F)nc2n1,6,5
CCOC(=O)c1c(CSc2ccccc2)oc2ccc(O)cc12,-5,7
N=C(N)SCCc1cnc[nH]1,-1,3
CCOc1ccc(C(=O)CCC(=O)N2CCN(c3ccc(O)cc3)CC2)cc1,-11,0
COCC(=O)NC(c1ccccc1)c1ccccc1,3,-9
Nc1nc(SCC(=O)N2CCN(c3ccc(F)cc3)CC2)n[nH]1,-6,-3
COc1ccc(S(=O)(=O)N2CCOCC2)cc1NC(=O)Cc1ccsc1,-1,10
CCN(CC)S(=O)(=O)c1cccc(NC(=O)CCNC(=O)c2ccc([N+](=O)[O-])cc2)c1,3,-4
CN1CCN(c2ccncc2S(=O)(=O)N2CCCCC2)CC1,-3,2
Cc1ccc(S(=O)(=O)Nc2cc3c4c(c2)C(C)C(=O)N4CCC3)cc1 (stereo not drawn),-11,-1
C=CCN=C1NN=C(c2ccc3c(c2)OCCO3)CS1,4,1
O=C1NC(=O)/C(=C/c2ccccc2Oc2ccc(Cl)cc2)S1,1,6
FC(F)(F)c1nnc2c(Sc3ccc(Cl)cc3)nc3ccccc3n12,133,-87
CCCCNC(=O)C1(C)CCCCN1C(=O)c1ccc2sccc2c1 (stereo not drawn),8,-8
COc1cc(OC)c2c(C)cc(=O)oc2c1C(CCN1CCN(c2ccccc2)CC1)c1ccc2c(c1)OCO2 (stereo not drawn),8,11
COc1ccc(C(=O)NC(=S)N2CCCC2)cc1,-3,4
OCCC1CN(Cc2ccc(Oc3ncccn3)cc2)CCN1CCc1ccccc1 (stereo not drawn),19,-9
Cc1c(-c2ccccc2)oc2c(C(=O)OCC(=O)Nc3ccc(F)cc3)cccc2c1=O,4,-16
O=C(NCCCN1CCOCC1)c1ccc([N+](=O)[O-])cc1[N+](=O)[O-],3,-8
CCc1noc(C)c1C(=O)Nc1cccc(S(=O)(=O)N2CCCCCC2)c1,-14,1
NC(=O)COc1cccc(/C=N/NC(=O)c2ccc(-n3cccc3)cc2)c1,17,-11
O=C(OCc1ccccc1)c1ccc2c(c1)-c1ccccc1C2=O,-53,7
CCc1nnc(SCC(=O)NC2CCCC2)nc1CC,-15,-6
c1cc2c3c(cccc3c1)C(N1CCCCC1)=N2,-24,26
O=C(NNC(=O)C12CC3CC(CC(Cl)(C3)C1)C2)c1csc(N2CCOCC2)n1,-16,-3
O=C(c1ccccc1[N+](=O)[O-])N1CC2C3C=CC(C3)C2C1 (stereo not drawn),1,5
O=C1CC(=Nc2ccc([N+](=O)[O-])cc2)NN1c1c(Cl)cc(Cl)cc1Cl,25,-8
COc1ccc(C2CC(c3cccc([N+](=O)[O-])c3)=NN2/C(C)=C/C(C)=O)cc1 (stereo not drawn),-14,2
COC(=O)C1C(=O)C2=C(CC1C)Nc1ccccc1NC2c1ccc(C)s1 (stereo not drawn),-12,10
CN(C)CCCOc1cccc(Cl)c1,-7,9
Cc1ccc(NC(=O)c2c(C(=O)Nc3ccccc3)sc3nc(C)cc(=O)n23)cc1,-10,4
CC(=O)Nc1cccc(NC(=O)CSc2nccn2Cc2ccccc2)c1,-20,4
O=C(O)CCn1c(SCCc2ccccc2)nc2ccccc21,7,-3
Fc1ccccc1-c1nc2ccccc2[nH]1,5,11
CN(C)CCN(C(=O)CN1C(=O)c2ccccc2C1=O)c1nc2cc3c(cc2s1)OCO3,-3,-13
CCN1C(=O)C(CC(=O)Nc2ccc(F)cc2)N(Cc2ccco2)C1=S (stereo not drawn),-4,-2
CN1CCN(c2ccc([N+](=O)[O-])cc2/C=N/NC(=O)c2ccc(F)cc2)CC1,27,-16
Cc1ccc(OCCC(=O)OCC(=O)Nc2ccc(C)cc2Cl)cc1,22,-5
O=C(COC(=O)/C=C/c1cccc([N+](=O)[O-])c1)NCc1ccco1,11,-7
COc1ccc(-c2csc3ncn(CC(=O)N4CCOCC4)c(=O)c23)cc1,3,2
O=C(O)CC/C(=N/NC(=O)CNC(=O)Cc1ccccc1)c1ccccc1,3,-4
COc1ccc(/C=N/NC(=S)NCC2CCCO2)cc1 (stereo not drawn),-5,3
CC(=O)Nc1ccc(S(=O)(=O)c2ccc(N)cc2)cc1,-11,-1
O=C(CSc1nnnn1C1CCCCC1)Nc1cccc(NC(=O)c2ccco2)c1,10,-3
COc1cc(OC)c(OC)cc1CN(C)CCc1ccccn1,-10,10
CCN(C(=O)c1ccco1)C1C2CC3CC(C2)CC1C3 (stereo not drawn),-19,-3
O=C(Nc1ccccc1)C1=C[C@@H](c2coc3ccccc3c2=O)C[C@@H](OCc2ccc(CO)cc2)O1,20,-12
CNC(=S)NNC(=O)c1ccc(C(C)(C)C)cc1,7,-4
O=c1c2ccccc2nc2n1C(CSCc1ccccc1)CS2 (stereo not drawn),-21,1
Cc1noc(C)c1COC(=O)CN(C)S(=O)(=O)c1ccc(Cl)cc1,6,5
COc1ccc(CCNc2ncnc3c2[nH]c2cc(OC)c(OC)cc23)cc1OC,-20,14
CC[C@H](C)[C@H](NC(N)=O)C(=O)NCCc1ccc(OC)c(OC)c1,94*,-40*
CN(Cc1ccccc1)c1ccc(N2C(=O)CCC2=O)cc1[N+](=O)[O-],-3,6
C[N+]1([O-])[C@@H]2Cc3cc4c(cc3[C@@H]1Cc1cc3c(cc12)OCO3)OCO4 (stereo partly drawn),-4,-3
COc1ccc(/C=N/NC(=O)c2cc(=O)[nH]c3ccccc23)cc1OC,5,-10
CCCC(=O)c1ccc2c(c1)OCCO2,6,-21
CC(=O)Nc1ccc(S(=O)(=O)Nc2cccc(-c3csc(C)n3)c2)cc1,-32,15
N/C(=N\OC(=O)c1cccc(C(F)(F)F)c1)c1cnccn1,6,12
CCOc1ccc(Cc2c(C)[nH]c3ccc(C(=O)O)cc3c2=S)cc1,-3,12

# Next entries:
SMILES,H9c2 TAG inh,H9c2 TAG inh DAPI viability
O=C(O)CCCCCCC1C(=O)NC(=O)N1CCC(O)C1CCCCC1 (stereo not drawn),-7,1
Cn1c(SCc2c(Cl)cccc2Cl)nnc1-c1cccs1,2,-1
CNS(=O)(=O)c1ccc(Oc2ccc(S(=O)(=O)NC)cc2)cc1,-7,-2
COc1cccc(-c2noc(C3CCCN(C(=O)CC(C)(C)C)C3)n2)c1 (stereo not drawn),-17,8
CCCc1nc(SCC(=O)N2CCCc3ccccc32)c2c(=O)n(C)c(=O)n(C)c2n1,13,3
Cc1ccc(S(=O)(=O)N(C)C[C@@H]2Oc3ncc(Br)cc3C(=O)N([C@H](C)CO)C[C@@H]2C)cc1,0,-5
Cc1ccc(OCCC(=O)OCC(=O)c2c(N)n(CC(C)C)c(=O)n(C)c2=O)cc1,-13,-3
CC1CCCCC1NC(=O)NC(=O)COC(=O)c1ccc(OC(F)F)cc1 (stereo not drawn),3,-4
O=C(CSc1ccsc1[N+](=O)[O-])N1CCN(c2ccccn2)CC1,10,-2
NC(=O)c1cc([N+](=O)[O-])ccc1NCc1ccccn1,-3,-2
O=C(COC(=O)CNC(=O)c1ccc(Br)cc1)Nc1nnc(-c2ccccc2)o1,4,-2
CC(C(=O)O)N1CCCCC1 (stereo not drawn),-5,1
O=[N+]([O-])c1ccc(NCCCNS(=O)(=O)c2ccccc2)c(Cl)c1,-4,9
COc1ccc(CN2C(=O)C(C)S/C2=N/N=C/c2ccco2)cc1 (stereo not drawn),8,-6
Cc1cc(C)c(S(=O)(=O)N2CCCC2=O)c(C)c1,-18,9
NC(=O)C1=CC2C3C=CC2(O)C(=O)OC3O1 (stereo not drawn),27,-23
CSc1nsc(SC)c1C(=O)NC(=O)Nc1cccnc1,-5,4
COc1cc(/C=C2\CCc3c2nc2ccccc2c3C(=O)O)cc(OC)c1OC,15,-9
Cc1ccc(C(C)(C)C)cc1S(=O)(=O)N1CCC(C(=O)N2CCN(c3ccc(O)cc3)CC2)CC1,-37,-12
Cc1cc(C)n(CCNCc2c(C(=O)N3C[C@@H](C)O[C@@H](C)C3)nc3ccc(Cl)cn23)n1,-12,10
CN(C1CCCCC1)S(=O)(=O)c1cc2c3c(c1)CCN3C(=O)CC2,14,-5
Cc1occc1-c1nnc(SCC(=O)NC(C)(C)C)n1C(C)c1ccccc1 (stereo not drawn),-20,-1
O=C(CSc1nnc(-c2c[nH]c3ccccc23)o1)NCC1CCCO1 (stereo not drawn),2,9
COc1ccc(C(=O)c2c(-c3ccc(OC)cc3)oc3ccccc23)cc1,-17,-4
COc1ccc(NC(=O)c2ccccc2F)cc1Cl,14,4
CCOC(=O)C1CCN(CC(O)COc2ccc(S(=O)(=O)N3CCCC3)cc2[N+](=O)[O-])CC1 (stereo not drawn),4,0
CCN(CC)CCNC(=O)c1ccc(N)cc1,8,-2
Cc1ccccc1-c1cnc(C(O)c2c(C)ccc3ccccc23)[nH]1 (stereo not drawn),-17,7
O=C(N/N=C\c1cccc(F)c1)c1ccc(-c2ccccc2)cc1,-8,-7
O=C(O)c1ccc2c(c1)C(=O)N(CCC1=CCCCC1)C2=O,-3,-9
CCN(CC)CCCN(C(=O)c1ccccc1C)c1nc(-c2ccc(OC)cc2)cs1,23,8
CCN(CCO)c1ccc(N=Nc2cc(C)[nH]n2)cc1,-5,12
O=C(Nc1nc(=O)c2ccccc2s1)c1ccccc1,-23,9
NC(=O)C1(N2CCCC2)CCN(Cc2ccccc2)CC1,-16,11
CC(C)CC(=O)Nc1nc(=S)ss1,10,5

# Of the compounds above, 16 have an aryl thioether with sulfur outside any ring.
SMILES,H9c2 TAG inh,H9c2 TAG inh DAPI viability
Cn1c(SCC(=O)NCc2ccccc2)ncc(C(=O)Nc2ccccc2)c1=O,-8,-3
CSc1ccccc1NC(=O)CN(C)Cc1cc(=O)n2ccsc2n1,11,-7
CCOc1ccc(-n2ccnc(SCC(=O)Nc3ccc(OC)cc3OC)c2=O)cc1,-17,4
CCOC(=O)c1c(CSc2ccccc2)oc2ccc(O)cc12,-5,7
Nc1nc(SCC(=O)N2CCN(c3ccc(F)cc3)CC2)n[nH]1,-6,-3
FC(F)(F)c1nnc2c(Sc3ccc(Cl)cc3)nc3ccccc3n12,133,-87
CCc1nnc(SCC(=O)NC2CCCC2)nc1CC,-15,-6
CC(=O)Nc1cccc(NC(=O)CSc2nccn2Cc2ccccc2)c1,-20,4
O=C(O)CCn1c(SCCc2ccccc2)nc2ccccc21,7,-3
O=C(CSc1nnnn1C1CCCCC1)Nc1cccc(NC(=O)c2ccco2)c1,10,-3
Cn1c(SCc2c(Cl)cccc2Cl)nnc1-c1cccs1,2,-1
CCCc1nc(SCC(=O)N2CCCc3ccccc32)c2c(=O)n(C)c(=O)n(C)c2n1,13,3
O=C(CSc1ccsc1[N+](=O)[O-])N1CCN(c2ccccn2)CC1,10,-2
CSc1nsc(SC)c1C(=O)NC(=O)Nc1cccnc1,-5,4
Cc1occc1-c1nnc(SCC(=O)NC(C)(C)C)n1C(C)c1ccccc1 (stereo not drawn),-20,-1
O=C(CSc1nnc(-c2c[nH]c3ccccc23)o1)NCC1CCCO1 (stereo not drawn),2,9
